Bioassay records from PubChem.
GLS inh – qHTS for Inhibitors of Glutaminase (GLS) | Glutaminase kidney isoform, mitochondrial (Homo sapiens), O94925 | GLS enzymatic activity, qHTS titration | Potency, µM (top dose mostly 45.5 µM), without a hit: at the highest dose activity change, negative = inhibition, most hits filed as inhibitors | 410,000 compounds, 0.21% hits | AID 624170, 2012; further: potency means the concentration at half of the fitted maximal effect; on the % scale 0 is the no-effect control and ±100 the full control effect
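hKGA; 45 mM KH2PO4 pH 8.2 + 0.02% Tween-20; cpd via pin tool; 1 mM Gln soln; GluOx/HRP/Amplex Red; RT 30 min; fluor. t0 & final.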
mIDH1 inhibitor – qHTS for Inhibitors of mutant isocitrate dehydrogenase 1 (IDH1): qHTS. IDH1-R132H enzyme, NADPH consumption, diaphorase/resazurin fluorescence. Potency, µM (titrated, usually from 76.6 µM), inactives show at the top dose activity change, negative = inhibition, hits mostly inhibitors. 390,000 compounds, 0.093% hits. AID 602179, 2012; further: potency means the concentration at half of the fitted maximal effect; on the % scale 0 is the no-effect control and ±100 the full control effect; nearly all actives have a fitted effect of over 65% in size
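IDH1-R132H (0.5 ug/mL dispensed) in pH 7.5 Tris buffer was preincubated 30 min with compound, then given a substrate mix of 0.016 mM NADPH and 2 mM alpha-KG for 80 min at room temperature; remaining NADPH was read by diaphorase/resazurin fluorescence.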
PI4K2A inh – qHTS for small molecular inhibitors of PI4K2A | Phosphatidylinositol 4-kinase type 2-alpha (Homo sapiens), Q9BTU6 | purified PI4K2A, ADP-Glo luminescence, 1 h; stronger effect = lower value | 420,000 compounds, 0.13% hits | activity change, negative = inhibition, % at 76.9 µM | AID 1346378, 2018; in the data active means activity change below about -50%; inconclusive means mostly about -30% to -49%;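 further: -100% = wells without enzyme as full effect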
Target sequence (Q9BTU6 whole entry, looked up): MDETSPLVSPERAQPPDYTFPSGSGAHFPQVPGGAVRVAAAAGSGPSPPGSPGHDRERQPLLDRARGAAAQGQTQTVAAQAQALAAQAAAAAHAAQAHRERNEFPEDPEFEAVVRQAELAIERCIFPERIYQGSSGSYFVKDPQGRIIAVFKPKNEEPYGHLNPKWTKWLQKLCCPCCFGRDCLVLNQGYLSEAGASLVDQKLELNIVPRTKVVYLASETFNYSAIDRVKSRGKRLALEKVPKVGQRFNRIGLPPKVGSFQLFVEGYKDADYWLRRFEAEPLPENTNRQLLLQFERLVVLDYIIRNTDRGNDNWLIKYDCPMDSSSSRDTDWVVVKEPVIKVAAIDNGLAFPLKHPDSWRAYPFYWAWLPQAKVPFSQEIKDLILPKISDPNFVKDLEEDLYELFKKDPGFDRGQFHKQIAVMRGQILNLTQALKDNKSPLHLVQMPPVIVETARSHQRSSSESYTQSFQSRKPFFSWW
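Compounds are screened against recombinant PI4K2A using PI as substrate and ATP, the latter dispensed at 300 microM. Reactions run one hour at ambient temperature before ADP-Glo detection; full inhibition defined by wells lacking enzyme.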
USP1 inh – Inhibitors of USP1/UAF1: Primary Screen; AID 743255, 2014; Potency, µM (highest dose often 57.1 µM), for inactives: at the highest dose activity change, negative = inhibition, hits mostly inhibitors; recombinant USP1/UAF1, Ub-Rhodamine cleavage fluorescence; 390,000 compounds, 0.23% hits; Ubiquitin carboxyl-terminal hydrolase 1 (Homo sapiens), O94782; further: potency means the concentration at half of the fitted maximal effect; on the % scale 0 is the no-effect control and ±100 the full control effect; nearly all actives have a fitted effect of over 60% in size; inactives centre near -12
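USP1/UAF1 complex (1 nM) preincubated 15 min at room temperature with compound, then Ub-Rho substrate (150 nM final) added. Kinetic fluorescence at 480/540 nm over 6 reads at 60 s intervals; 50 mM HEPES pH 7.8, 0.5 mM EDTA, 0.1 mg/ml BSA, 1 mM TCEP, 0.01% Tween-20.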
rTrxR1 inhibitor – qHTS Assay for Inhibitors of Mammalian Selenoprotein Thioredoxin Reductase 1 (TrxR1): qHTS; Thioredoxin reductase 1, cytoplasmic (Rattus norvegicus), O89049; recombinant rTrxR1, NADPH fluorescence consumption, selenite substrate; Potency, µM (series often up to 114 µM), for the others: at the highest dose activity change, negative = inhibition, hits mostly inhibitors; 390,000 compounds, 1% hits; AID 588453, 2011; further: potency means the concentration at half of the fitted maximal effect; on the % scale 0 is the no-effect control and ±100 the full control effect; nearly all actives have a fitted effect of over 65% in size
Target sequence (O89049 whole entry, looked up): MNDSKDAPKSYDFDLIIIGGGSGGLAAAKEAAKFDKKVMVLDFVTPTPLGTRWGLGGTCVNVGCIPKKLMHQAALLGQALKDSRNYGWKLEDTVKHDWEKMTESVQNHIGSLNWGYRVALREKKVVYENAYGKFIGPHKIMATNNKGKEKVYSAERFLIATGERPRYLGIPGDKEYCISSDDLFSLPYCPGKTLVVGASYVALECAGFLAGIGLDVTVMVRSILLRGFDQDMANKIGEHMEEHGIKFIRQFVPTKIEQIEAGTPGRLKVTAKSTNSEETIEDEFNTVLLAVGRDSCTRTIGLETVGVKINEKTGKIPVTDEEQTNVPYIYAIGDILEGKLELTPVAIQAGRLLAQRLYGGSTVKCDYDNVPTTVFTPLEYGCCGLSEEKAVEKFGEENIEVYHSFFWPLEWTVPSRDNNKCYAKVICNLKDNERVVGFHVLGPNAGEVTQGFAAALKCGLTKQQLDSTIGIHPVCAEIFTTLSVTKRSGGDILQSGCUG
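Rat TrxR1 (90 nM in the dispensed reagent) was pre-reduced with 400 uM NADPH for 5 min at room temperature, then incubated with compound for 15 min. After 400 uM selenite was added, NADPH fluorescence (Ex 340/Em 450 nm) was followed for 8 min.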
Pin1 inhibitor – qHTS Assay to Find Inhibitors of Pin1 | Potency, µM (top dose mostly 115 µM), for inactives: at the highest dose activity, negative = inhibition, actives largely listed as inhibitors | Peptidyl-prolyl cis-trans isomerase NIMA-interacting 1 (Homo sapiens), Q13526 | 390,000 compounds, 0.009% hits | AID 504891, 2011 | Pin1 FP peptide displacement, HiFluor488, 10 min; active means well fitted inhibition curve with a large enough effect in the polarisation, with a control signal flat, not every such curve was filed as active; inconclusive means small, poorly fitted or top-dose-only effect, or effect the other way, or a change in a side signal; inactive means no such curve, though single readings can be large or run the other way; the % refers to the polarisation; further: potency means the concentration at half of the fitted maximal effect; on the % scale 0 is the no-effect control and ±100 the full control effect
HP1b chromo inh – HTS for Inhibitors of HP1-beta Chromodomain Interactions with Methylated Histone Tails; Potency, µM (highest dose often 114 µM), for inactives: at the top dose activity change, negative = inhibition, most hits filed as inhibitors; AlphaScreen HP1-beta / biotin-H3K9me3 peptide binding; 390,000 compounds, 0.56% hits; AID 540317, 2011; further: potency means the concentration at half of the fitted maximal effect; nearly all actives have a fitted effect of over 70% in size; inactives centre near 23
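HP1-beta protein (50 nM final) preincubated 30 min at room temperature with biotinylated H3(1-18)K9me3 peptide (50 nM) in PBS pH 7.4, 0.01% Tween-20, then compound added for 30 min. AlphaScreen streptavidin donor/nickel chelate acceptor beads (10 ug/mL final), 30 min dark, luminescence read.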
TrxR1 substrate – qHTS Assay for Substrates of Mammalian Selenoprotein Thioredoxin Reductase 1 (TrxR1): qHTS; Thioredoxin reductase 1, cytoplasmic (Rattus norvegicus), O89049; purified TrxR1 substrate turnover, NADPH consumption readout; Potency, µM (highest dose often 114 µM), inactives show at the highest dose activity change, negative = substrate turnover; 390,000 compounds, 0.01% hits; AID 588456, 2011; further: potency means the concentration at half of the fitted maximal effect; on the % scale 0 is the no-effect control and ±100 the full control effect; nearly all actives have a fitted effect of over 50% in size
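Rat TrxR1, dispensed at 90 nM, was prereduced with 400 uM NADPH (final) for 5 min at ~22 deg C, then incubated with compound 15 min before 400 uM selenite. A first-read NADPH fluorescence drop versus no-compound background flagged substrates.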
Tb PGK inh – qHTS Assay to Find Inhibitors of Phosphoglycerate Kinase; PGK/GAPDH coupled, Kinase-Glo luminescence, 60 min; AID 602233, 2012; 380,000 compounds, 0.043% hits; Potency, µM (top dose mostly 57.5 µM), without a hit: at the highest dose activity change, negative = inhibition, most hits filed as inhibitors; Phosphoglycerate kinase, glycosomal (Trypanosoma brucei brucei), P07378; further: potency means the concentration at half of the fitted maximal effect; on the % scale 0 is the no-effect control and ±100 the full control effect; nearly all actives have a fitted effect of over 60% in size
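Luminescent ATP detection (Kinase-Glo Plus) follows a 60-minute room-temperature incubation, with wells lacking PGK as controls. Buffer: 100 mM TEA (pH 7.6), 5 mM MgCl2, 0.01% Tween-20. Coupling enzyme GAPDH (100 nM final) supplies unstable 1,3-BPG in-well.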
Active calls of the source: *; i = inactive; ? = inconclusive; . = not tested or not shown; [ ] = dose if it differs, or a comment. Unless noted, the call rests on the fitted dose curve; in most records, active means well fitted curve in the direction sought with a large enough effect; inconclusive means small, poorly fitted or top-dose-only effect, or another doubt; inactive means no such curve, though single readings can be large; an effect the other way counts as inactive or inconclusive. A portion of the library; count on the stated rates, not on these rows.

GLS inh	mIDH1 inhibitor	PI4K2A inh	USP1 inh	rTrxR1 inhibitor	Pin1 inhibitor	HP1b chromo inh	TrxR1 substrate	Tb PGK inh	smiles
-13%	29%	1	-27%	15%	-6%	?	6%[57.1 µM]	8%	Cc1cccc(NC(=O)CNC(=O)COc2cc(F)ccc2[N+](=O)[O-])c1C
25%	13%	-3	-23%	-1%	0%	17%	-4%	-4%	CCOC(=O)N1CCN(c2c(NCCCOC(C)C)c(=O)c2=O)CC1
2%	3%	0	?	7%	25%	.	-6%	-14%	Clc1ccc(SCc2cc(Cl)nc(-c3ccccc3)n2)cc1
-1%	1%	-3	1%	10%	-2%	16%	0%	-3%	O=c1oc(-c2ccccc2)nc2c1C1(CCCCC1)Cc1ccccc1-2
1%	5%	3	?	22%	27%	33%	4%	-3%	Cc1ccc(N2C(=O)CSC23C(=O)N(CC(=O)Nc2ccccc2F)c2ccccc23)cc1C (configuration not stated)
15%	1%	-13	?	24%	-17%	28%	8%	-1%	COc1cc(/C=C2/S/C(=N/S(=O)(=O)Cc3ccccc3)NC2=O)c([N+](=O)[O-])cc1OC
-6%	2%	7	-15%	-10%	-1%	63%[activator]	-5%	-5%	CCCN1C(=O)SC(CC(=O)Nc2ccc(Br)cc2)C1=O (configuration not stated)
-2%	0%	-5	-29%	14%[57.1 µM]	4%	21%	4%[57.1 µM]	-9%	CCOC(=O)N1CCC(N2C(=O)c3ccc(C(=O)Nc4ccc(F)cc4F)cc3C2=O)CC1
0%	2%	-3	-22%	13%	16%	44%[activator]	-2%	-4%	CC1=C(n2ccnc2)CCC1=O
32%[activator]	7%	-5	-10%	1%	-10%	9%	-8%	-4%	COc1ccccc1/C=C/C=N/NC(=O)CCC1C(=O)NN=C1C (configuration not stated)
-7%	-5%	4	-20%	-1%	?	-13%	-7%	1%	COCCNC(=S)N(CCc1c(C)[nH]c2ccc(C)cc12)Cc1cc(OC)c(OC)c(OC)c1
-2%	8%	-6	-27%	-15%	38%[activator]	9%	-8%	-1%	COc1ccc(/C=C2\SC(N3CCc4ccccc4C3)=NC2=O)cc1
?	2%	-1	-12%	14%	-13%	7%	7%[57.1 µM]	3%	Cn1c(C(=O)O)c(CC(=O)Nc2ccc3c(c2)OCCO3)c2ccccc21
1%	1%	6	?	43%	-4%	3%	17%	-9%	Cc1cccc(-[n+]2c(-c3cccc(Br)c3)[nH]c3nc4ccccc4nc32)c1
12%	20%	0	-29%	-16%	-4%	37%	-17%	-2%	CC(C)(C)c1cc[n+](-c2[nH]c(=O)sc2/C=N/N=C(\[O-])c2cccnc2)cc1
-8%	0%	5	-20%	9%[57.1 µM]	7%	?	-6%[57.1 µM]	i	CCOc1ccc(-c2c(C)nn3c(C)c(C(=O)NCC(C)c4ccccc4)cnc23)cc1OCC (configuration not stated)
0%	5%	3	-14%	21%	-1%	36%	10%	3%	COC(=O)Cc1cc(OC)c(OC)cc1S(=O)(=O)N(C)C
5%	7%	-5	-13%	2%[57.1 µM]	0%	9%	-2%[57.1 µM]	-4%	CC(=O)CC(=O)Nc1ncc(C(F)(F)F)cc1Cl
23%	-1%	-6	-7%	-12%	3%	9%	-3%	1%	COc1ccccc1N1CCN(C(=O)c2ccoc2C)CC1
1%	7%	-9	-4%	3%	2%	10%	2%	-9%	COc1ccc(S(=O)(=O)N(CC(=O)NCc2cccnc2)c2ccc(C)cc2)cc1OC
-2%	-3%	1	-8%	-10%	-1%	25%	0%	1%	CSc1ccc(NC(N)=S)cc1
15%	0%	-18	-7%	29%	1%	36%	1%	-8%	O=C(c1ccc(F)cc1F)N1CCCC(c2nc(-c3ccc(F)cc3)no2)C1 (configuration not stated)
61%[activator]	0%	4	-20%	5%	-13%	52%[activator]	5%	-2%	CCN(CC)CCNC(=S)Nc1ccc2nc(N3CCN(C)CC3)cc(C)c2c1
55%[activator]	10%	-4	-16%	24%	8%	52%[activator]	6%	-3%	Cc1ccc(C(=O)NC(=S)N2CCCC2)cc1
-9%	-2%	2	-19%	10%	0%	23%	4%	-8%	COc1ccc(OC)c(N(CC(=O)Nc2cccnc2)S(C)(=O)=O)c1
10%	3%	-1	-20%	?	0%	47%[activator]	-11%	-6%	CCC(=O)Nc1ccc(NC(=S)NC(=O)Cc2ccccc2)cc1
0%	11%	4	-31%	.	.	.	.	-10%	COc1ccc(CCn2nnc3ccccc3c2=O)cc1OC
-5%	-10%	-1	-10%	20%	-9%	39%[activator]	-3%	-3%	COc1ccc(C2CC(=O)N(Cc3ccccc3C)c3c2c(C)nn3-c2nc(C)cc(C)n2)c(OC)c1 (configuration not stated)
13µM*	0%	-13	?	?	-1%	?	-11%	-5%	Cc1ccc(C)n1-c1ccc(N(C)C)cc1
10%	11%	-1	-11%	32%	1%	33%	10%	-4%	CCOc1ccc2nc(N/C(N)=N/C(=S)Nc3ccc(OC)cc3)nc(C)c2c1

In another format: results already given
SMILES,GLS inh,mIDH1 inhibitor,PI4K2A inh,USP1 inh,rTrxR1 inhibitor,Pin1 inhibitor,HP1b chromo inh,TrxR1 substrate,Tb PGK inh
Cn1c(C(=O)O)c(CC(=O)Nc2ccc3c(c2)OCCO3)c2ccccc21,?,2%,-1,-12%,14%,-13%,7%,7%[57.1 µM],3%
COCCNC(=S)N(CCc1c(C)[nH]c2ccc(C)cc12)Cc1cc(OC)c(OC)c(OC)c1,-7%,-5%,4,-20%,-1%,?,-13%,-7%,1%
Cc1ccc(C(=O)NC(=S)N2CCCC2)cc1,55%[activator],10%,-4,-16%,24%,8%,52%[activator],6%,-3%

(more compounds)
GLS inh	mIDH1 inhibitor	PI4K2A inh	USP1 inh	rTrxR1 inhibitor	Pin1 inhibitor	HP1b chromo inh	TrxR1 substrate	Tb PGK inh	smiles
5%	-10%	-2	-5%	3%	-2%	41%[activator]	-3%	5%	COCCn1c(-c2cc(OC)c(OC)c(OC)c2)nc2oc3cc(OC)ccc3c(=O)c2c1=O
4%	-23%	2	-5%	7%	27%	-10%	3%	4%	COc1ccc(C2c3c(n(C)c4ccccc34)C(=O)N2CC(=O)Nc2ccc(C)cc2Cl)cc1 (configuration not stated)
0%	7%	-1	-13%	.	.	.	.	-5%	COc1ccc(C(=O)OCC(=O)NC2CC2)cc1
-8%	-1%	3	-6%	8%[57.1 µM]	-1%	21%	-4%[57.1 µM]	-8%	O=C(C[C@@H]1C/C=C\C[C@@H](Cc2ccc(F)cc2)C(=O)OC[C@@H]2CCCN2C1=O)N[C@H](CO)Cc1ccccc1
5%	-4%	4	-6%	80%[activator]	-4%	34%[activator]	880%[activator]	-8%	O=C(NCCCN1CCOCC1)c1cc2c(s1)-c1ccccc1OC2
-1%	2%	-1	-1%	.	.	.	.	-2%	N=c1c2ccccc2nc2n1CCCCC2
11%	-8%	5	-21%	14%[57.1 µM]	-3%	51%[activator]	8%[57.1 µM]	5%	COc1ccc(/C(C)=N/N2CCOCC2)c(O)c1
-2%	0%	0	-24%	9%[57.1 µM]	2%	33%	4%[57.1 µM]	4%	CCOCCn1c(CN(C)Cc2ccccc2)nc2c1c(=O)n(C)c(=O)n2C
-1%	1%	-3	-10%	-14%	-3%	28%	-7%	-7%	O=C(c1snnc1-c1ccccc1)N1CCOCC1
0%	2%	0	-12%	7%	-4%	17%	2%	0%	O=C(c1ccc2ccccc2n1)N1CCN(c2ccccc2Cl)CC1
6%	-4%	-2	1%	?	5%	-11%	-5%	10%	NCCCn1c(C(=O)c2cc(Cl)c(N)c(Cl)c2)c2ccc([N+](=O)[O-])cc2[n+]1[O-]

Copied from the list.
CCCN1C(=O)SC(CC(=O)Nc2ccc(Br)cc2)C1=O (configuration not stated) | mIDH1 inhibitor = 2%
CC(C)(C)c1cc[n+](-c2[nH]c(=O)sc2/C=N/N=C(\[O-])c2cccnc2)cc1 | mIDH1 inhibitor = 20%
COc1ccc(CCn2nnc3ccccc3c2=O)cc1OC | GLS inh = 0%
CCOC(=O)N1CCC(N2C(=O)c3ccc(C(=O)Nc4ccc(F)cc4F)cc3C2=O)CC1 | GLS inh = -2%
